Screening data deposited in PubChem BioAssay by Broad Institute.
NIH3T3 HSF-1 reporter: decrease of heat-induced HSF-1 GFP reporter, dose response, NIH3T3 R4 cells, GFP/RFP, cherry-pick, set 3 (AID 493083). 2,400 tested, 4% active. AC50 in µM for hits, for the others activity change, negative = inhibition, % at the top dose, mostly 19.5 µM. NIH3T3 R4 HSF-1 GFP reporter, heat shock, 48 h;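 active means compounds lowering signal whose fitted AC50 is at most ten times the top tested dose; inconclusive means flat fit with moderate inhibition, or poor curve fit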;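 further: 0% = neutral control wells and -100% = didemnin B positive control; many of its hits are not listed in these tables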
Active calls of the source: *; ? = inconclusive. Only part of the results is shown (hit frequency here may not be typical).

SMILES | NIH3T3 HSF-1 reporter
COCCn1c(C)c(C)c2c(NCCc3ccccc3)ncnc21 | 3%
COc1ccc(NC(=O)CCc2nnc3ccc(N4CCC(C)CC4)nn23)cc1OC | -1%
NC(=O)c1nsc(C(=O)N(c2cccc(F)c2)C(C(=O)NC2CCCC2)c2ccco2)c1N (stereo not drawn) | 0%
Nc1ccc(C23CC4CC(CC(O)(C4)C2)C3)cc1 | 1%
CN1Cc2sc(NC(=S)NC(=O)c3ccccc3)c(C#N)c2CC1(C)C | 19%
CC(=O)c1cccc(NC(=O)C2CC(=O)N(CCc3ccccc3)C2)c1 (stereo not drawn) | 4%
CC(C)CC(C(=O)Nc1cccc(O)c1)N1C(=O)c2ccccc2C1=O (stereo not drawn) | -10%
CCCc1nc(-c2ccccc2O)n(-c2ccccc2)n1 | 11%
CC(CN1CCOCC1)OC(=O)C(c1ccccc1)c1ccccc1 (stereo not drawn) | -4%
O=C(/C=C/c1ccc(Br)o1)NCCCN1CCOCC1 | -8%
COc1ccc(NC(=O)CCN2CCN(S(=O)(=O)c3ccc(OC)cc3)CC2)cc1 | 13%
Nc1ccc2c(c1)OC1(CCCC1)O2 | 1%
O=C(N/N=C/c1cc([N+](=O)[O-])ccc1O)c1ccncc1 | 1%
CC(C)c1nc2ccccc2c2nnc(SCC(=O)NCc3ccco3)n12 | 10%
CC(C)(NC(=O)c1cc(Cl)c2ccccc2c1O)C(=O)O | 2%
O=C(O)c1cccc(N/N=C/C2=C(Cl)c3cc(Cl)ccc3SC2)c1 | 28%
CCCN(CCC)C(=O)CSc1nc2ccsc2c(=O)n1NC(=O)c1ccccc1 | -1%
Cc1cc(C)n(C(=O)c2ccncc2)n1 | -6%
CC(C)Oc1ccc(C(=O)O)cc1 | -1%
COc1ccc(OCc2cccc(C(=O)Nn3cc([N+](=O)[O-])cn3)c2)cc1 | -16%
CCc1cccc(CC)c1NC(=S)N1CCn2cccc2C1c1cccnc1 (stereo not drawn) | 7%
CC1(C)CC(NC(=O)COc2ccccc2Cl)CC(C)(C)N1 | 0%
CCn1c(SCC(=O)N2CCOCC2)nc(O)cc1=O | -4%
COc1ccc(N2C(=O)c3ccccc3NC2c2ccc(OC)c(Cn3cc([N+](=O)[O-])cn3)c2)cc1 (stereo not drawn) | 14%
Cc1cc(C)c2oc(C(=O)Nc3ccc(S(=O)(=O)Nc4nccc(C)n4)cc3)cc(=O)c2c1 | 1%
SMILES | NIH3T3 HSF-1 reporter
CCOC(=O)Cc1csc(NC(=O)c2sc3nc4ccc(CC)cc4cc3c2N)n1 | 16%
CC(C)(C)c1ccc(Cn2c(=O)cnc3ccccc32)cc1 | 13%
O=C(c1cccc([N+](=O)[O-])c1)N1CCc2ccccc21 | 0%
Cc1ccc2nc(CSc3nc(C)ccc3C#N)[nH]c2c1 | 6%
COc1ccc(C)c2sc(NC(=O)C3=COCCO3)nc12 | -5%
O=c1c(Cl)c(Cl)cnn1Cc1nnc(-c2ccc(Cl)cc2)o1 | 75%
CCCS(=O)(=O)N1CCCC(C(=O)N2CCC(Cc3ccccc3)CC2)C1 (stereo not drawn) | 17%
COc1cc(/C=N/N2CCN(Cc3ccccc3)CC2)cc(OC)c1OC(C)=O | 0%
O=c1[nH]cc(S(=O)(=O)c2ccccc2)[nH]1 | -6%
CCC(C)N(C(=O)C(F)(F)F)C(C(=O)NC1CCCCC1)c1ccncc1 (stereo not drawn) | -3%
CCCn1c2ccccc2c2nnc(SCc3[nH]c(=O)[nH]c3C(=O)CCCCC(=O)OCC)nc21 | -3%
C=CCNc1nnnc2c1sc1nc(N3CCOCC3)c3c(c12)CCCC3 | 4%
COc1ccc(N2CC(C(=O)Nc3nnc(C4CCCCC4)s3)CC2=O)cc1 (stereo not drawn) | 0%
CN(C)c1ccc(C(=S)Nc2ccccc2)cc1 | 2%
COc1ccc(C(=O)Nc2ccccc2C(=O)N/N=C/c2ccc(O)c(OC)c2)cc1 | -3%
CCOc1ccc(NC(=O)COC(=O)C2(C)CC2(Cl)Cl)c([N+](=O)[O-])c1 (stereo not drawn) | 8%
Fc1ccc(-c2nnc(NC3=NCCCCC3)o2)cc1 | -8%
CCCC1=Nc2cc(C(=O)NCCCN3CCN(C)CC3)ccc2Sc2ccccc21 | 10%
CCN(CCS(=O)(=O)c1ccc(Cl)cc1)C(=O)Nc1ccccc1 | -6%
CN(C)c1ccc(/C=N/Nc2ccc(-n3ccnc3)nn2)cc1 | -3%
COCC(C)NC(=O)c1ccc2nc(-c3ccccc3)c(-c3ccccc3)nc2c1 (stereo not drawn) | -2%
O=S(=O)(Nc1cccc(-n2cnnn2)c1)c1cc(Cl)ccc1Cl | 2%
CC(NO)/C(=N\O)c1cccs1 (stereo not drawn) | 2%
Cc1ccccc1-n1c(C)nc2ccccc21 | -2%
O=C(O)c1cc(S(=O)(=O)Nc2ccc3c(c2)OCCO3)c(Cl)cc1Cl | -11%

Ordered by formula weight (largest number first): seven of the compounds above
SMILES | NIH3T3 HSF-1 reporter
CCCS(=O)(=O)N1CCCC(C(=O)N2CCC(Cc3ccccc3)CC2)C1 (stereo not drawn) | 17%
COc1ccc(OCc2cccc(C(=O)Nn3cc([N+](=O)[O-])cn3)c2)cc1 | -16%
O=c1c(Cl)c(Cl)cnn1Cc1nnc(-c2ccc(Cl)cc2)o1 | 75%
COCCn1c(C)c(C)c2c(NCCc3ccccc3)ncnc21 | 3%
CN(C)c1ccc(/C=N/Nc2ccc(-n3ccnc3)nn2)cc1 | -3%
CC(C)(C)c1ccc(Cn2c(=O)cnc3ccccc32)cc1 | 13%
Cc1cc(C)n(C(=O)c2ccncc2)n1 | -6%

Among those listed so far, three contain a furan ring, fused or not:
SMILES | NIH3T3 HSF-1 reporter
NC(=O)c1nsc(C(=O)N(c2cccc(F)c2)C(C(=O)NC2CCCC2)c2ccco2)c1N (stereo not drawn) | 0%
O=C(/C=C/c1ccc(Br)o1)NCCCN1CCOCC1 | -8%
CC(C)c1nc2ccccc2c2nnc(SCC(=O)NCc3ccco3)n12 | 10%

The results go on:
SMILES | NIH3T3 HSF-1 reporter
CCN(CC(=O)Nc1c(F)cccc1F)C(=O)Cc1n[nH]c(=O)c2ccccc12 | -2%
CCn1c(C)cc(/C=C2/NC(=O)N(c3ccccc3)C2=O)c1C | -2%
Cc1cc(C)n(CC(C)NC(=O)c2cc(COc3ccc(F)c(F)c3)on2)n1 (stereo not drawn) | 5%
O=C(COC(=O)Cc1c(Cl)cccc1Cl)Nc1ccc(OC(F)(F)F)cc1 | -6%
CNC(=O)c1[nH]cnc1C(=O)Nc1ccccc1C | -9%
COc1ccc2nnc(-c3ccc(C(F)(F)F)cc3)n2n1 | 13%
Nc1nc(NC(=O)C(Cl)(Cl)Cl)nn1-c1ccccc1 | -6%
C[C@]12CC[C@@H]3c4ccc(O[C@@H]5O[C@H](C(=O)O)[C@@H](O)[C@H](O)[C@H]5O)cc4CC[C@H]3[C@@H]1C[C@@H](O)[C@@H]2O | 2%
c1ccc2c(c1)CC1(CCCCC1)n1nnnc1-2 | 9%
CCc1ccccc1N(CC(=O)N1CCCC1)S(C)(=O)=O | -1%
O=C(OCn1nnc2ccccc2c1=O)c1cc(-c2ccccc2)nc2ccccc12 | -2%
CC(C)(C)c1nn(-c2ccccc2)c2[nH]c(=O)c(CNc3ccc4c(c3)OCCO4)cc12 | 55%
Cc1nc2c(ccc3nc(NC(=O)Cc4cccc5ccccc45)sc32)s1 | -2%
Cc1ccc(/C=N/Nc2ccc(C(=O)O)cc2)s1 | -1%
C=CCn1c(-c2cccc3ccccc23)n[nH]c1=S | 9%
CCCCCSc1nc(C)c(CC(=O)O)c(=O)[nH]1 | -7%
COCCN(Cc1ccccc1)C(=S)Nc1ccc(Cl)cc1 | 5%
Cc1c(C2=CCN(S(=O)(=O)c3ccc(Br)cc3)CC2)c2ccccc2n1C | 1%
CN(C)/C=C/C(=O)c1ccc(-c2ccc(Cl)cc2Cl)o1 | 17%
O=C(Oc1c(-c2ccccc2Cl)oc2ccccc2c1=O)c1ccc(Cl)cc1 | 3%
CCOC(=O)N1CCC(Nc2ncnc3c2cnn3-c2ccc(Cl)cc2)CC1 | -3%
COc1ccc2nc(NC(=O)CN3CCOCC3)sc2c1 | -7%
COCCN(C(=S)Nc1c(C)cccc1C)C(C)c1cccnc1 (stereo not drawn) | -3%
CSc1ccc(CN(C)Cc2cc(=O)oc3c(C)c(C)ccc23)cc1 | 41%
COc1ccc(/C=N/Nc2nc(C)cc(=O)[nH]2)cc1OC | 0%

Some of the entries above in a different format.
molecule,NIH3T3 HSF-1 reporter
Nc1nc(NC(=O)C(Cl)(Cl)Cl)nn1-c1ccccc1,-6%
C[C@]12CC[C@@H]3c4ccc(O[C@@H]5O[C@H](C(=O)O)[C@@H](O)[C@H](O)[C@H]5O)cc4CC[C@H]3[C@@H]1C[C@@H](O)[C@@H]2O,2%
c1ccc2c(c1)CC1(CCCCC1)n1nnnc1-2,9%

Other compounds
SMILES | NIH3T3 HSF-1 reporter
O=C(Nc1ccncc1)c1c(F)cccc1F | -10%
CC1(C)Cc2nc3[nH]c(=S)n(-c4ccccc4)c(=O)c3cc2CO1 | 0%
CCOc1ccc(-c2cnc(NCc3cccc4ccccc34)n2CCOC)cc1 | 11%
Cc1cccc(-c2ocnc2C(=O)N2CCN(C(=O)c3cccs3)CC2)c1 | 0%
CN(C(=O)c1ccc2c(c1)SC1=NS(=O)(=O)CCN12)C(c1ccccc1)c1ccccc1 | 2%
Cc1c(NS(=O)(=O)c2cc(C(=O)NCCN(C)C)ccc2Cl)c(=O)n(-c2ccccc2)n1C | 2%
O=C(COc1ccc(F)cc1)Nc1cc(Cl)ccc1-n1cncn1 | 0%
COc1cccc(N2CCN(C(=S)Nc3cc(C)cc(C)c3)CC2)c1 | -4%
Cc1ccc2nc(-c3ccccc3NC(=O)CCC(=O)O)c(=O)[nH]c2c1 | -4%
Nc1nc(Oc2ccc(F)cc2)c(Br)c(=O)[nH]1 | -8%
CC(C)(C)NS(=O)(=O)c1cc2c3c(c1)CCN3C(=O)CC2 | -6%
CCN1C(=O)c2ccccc2S(=O)c2ccc(C(=O)NCc3ccc(OC)cc3)cc21 (stereo not drawn) | -2%
NC(=O)CC(NC(=O)Cc1ccc(Cl)cc1)c1ccc(NC2CCCCCC2)c([N+](=O)[O-])c1 (stereo not drawn) | -4%
CC(C)c1nnc(NC(=O)C2CCN(C(=O)c3ccco3)CC2)s1 | -5%
Cc1ccc(S(=O)(=O)c2c(C(=O)c3ccccc3)cnc3cc4c(cc23)OCCO4)cc1 | 83%
COc1ccc(C(=O)Nc2ccc(OCc3ccccc3)cc2)cc1[N+](=O)[O-] | 2%
COc1ccc(OC)c2c1C(=O)C(Cl)=C(Cl)C2=O | ?
CC(=O)N1CCN(c2ccc(NC(=O)c3ccc([N+](=O)[O-])o3)cc2Cl)CC1 | ?
O=C(NN=C1CCCCCCCCCCC1)c1ccccc1F | 4%
CC(C)C(=O)N1c2ccccc2NC2=C(C(=O)CCC2)C1c1ccc(N(C)C)cc1 (stereo not drawn) | 1%
O=C1C(Cl)=C(Nc2ccc3cn[nH]c3c2)C(=O)c2ccccc21 | ?
Cc1ccc(C)c(C(=O)Nc2cc(C)nn2-c2nc(C)cc(C)n2)c1 | 2%
Cc1cc(O)c(C2=Nc3ccccc3SC(c3ccc(Cl)cc3)C2)c(=O)o1 (stereo not drawn) | 9%
COc1ccccc1N1CCN(C(c2ccc(N(C)C)cc2)c2nnnn2CCc2ccccc2)CC1 (stereo not drawn) | 32%
COc1cccc(C(=O)c2c[nH]c(C(=O)NCc3ccco3)c2)c1 | 1%
SMILES | NIH3T3 HSF-1 reporter
NC(=O)C1CCN(c2ccnc3cc(Cl)ccc23)CC1 | 11%
CC1(C)C=C2C(=NN(c3ccccc3)C(N)=C2C#N)CO1 | -2%
CCc1nn2c(=O)c(S(=O)(=O)Nc3cccc(F)c3)c(C)nc2s1 | 3%
CC1CN(C(=O)Nc2ccc3c(c2)OCCO3)CC(C)O1 (stereo not drawn) | -12%
OCc1nn2c(c1Br)NC(c1ccccc1)CC2C(F)(F)F (stereo not drawn) | 6%
CCOC(=O)c1ccc(NC(=O)Oc2ccccc2)cc1 | -6%
O=C(Cn1nc2ccccc2n1)N/N=C/c1cc([N+](=O)[O-])ccc1O | -4%
